LRH-1 inv ag: inverse agonists of human LRH-1 (NR5A2); HEK293T StAR-luciferase reporter, LRH-1 transfected, 24 h; O00482; inhibition, % at 3.6 µM; hit rate 0.13% among 360,000;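 active means inhibition above the mean inhibition of all tested compounds plus 3 SD, cut at about 73% in these data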;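 further: 0% = DMSO wells and 100% = reporter-only cells lacking LRH-1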
MC4R ag barr: human MC4R agonism via beta-arrestin; U2OS MC4R beta-arrestin complementation, luminescence; percent of melanotan II response, DMSO zero; hit rate 0.98% among 360,000; activation, % at 8.9 µM; AID 540308;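 active means activation above a per-plate cutoff, the mean activation of sample wells on that plate plus 3 SD, cut at about 8% in these data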
ABHD5 PLIN5 PPI: ABHD5-PLIN5 protein interaction inhibition; Split G. princeps luciferase complementation, luminescence, 4 h; inhibition, % at 4 µM; hit rate 0.78% among 360,000;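 active means inhibition above the mean inhibition across every tested compound plus 3 SD, cut at about 22% in these data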;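 further: 0% = DMSO only wells and the 100% control is not disclosed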
NOD2-RIPK2 inh: inhibitors of human NOD2-RIPK2 interaction | hit rate 0.38% among 360,000 | O43353 | CHO BLA complementation NOD2-RIPK2, CCF4 ratio | inhibition, % at 4.98 µM; in the data active means inhibition above about 21%;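 further: 0% = vehicle only and 100% = reference blocker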
SRC3 inh: human NCOA3 inhibition; Q9Y6Q9; HEK293 GAL4-SRC3 luciferase reporter, luminescence; inhibition, % at 3.6 µM; hit rate 0.17% among 360,000;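 active means inhibition above a per-campaign cutoff, the mean of all compounds plus 3 SD, cut at about 60% in these data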;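 further: 0% = DMSO-treated cells and 100% = gossypol-treated cells at 36 µM; higher means less SRC3-driven luciferase light from the GAL4 reporter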
Target sequence (Q9Y6Q9 whole entry, looked up, the tested form may be a part): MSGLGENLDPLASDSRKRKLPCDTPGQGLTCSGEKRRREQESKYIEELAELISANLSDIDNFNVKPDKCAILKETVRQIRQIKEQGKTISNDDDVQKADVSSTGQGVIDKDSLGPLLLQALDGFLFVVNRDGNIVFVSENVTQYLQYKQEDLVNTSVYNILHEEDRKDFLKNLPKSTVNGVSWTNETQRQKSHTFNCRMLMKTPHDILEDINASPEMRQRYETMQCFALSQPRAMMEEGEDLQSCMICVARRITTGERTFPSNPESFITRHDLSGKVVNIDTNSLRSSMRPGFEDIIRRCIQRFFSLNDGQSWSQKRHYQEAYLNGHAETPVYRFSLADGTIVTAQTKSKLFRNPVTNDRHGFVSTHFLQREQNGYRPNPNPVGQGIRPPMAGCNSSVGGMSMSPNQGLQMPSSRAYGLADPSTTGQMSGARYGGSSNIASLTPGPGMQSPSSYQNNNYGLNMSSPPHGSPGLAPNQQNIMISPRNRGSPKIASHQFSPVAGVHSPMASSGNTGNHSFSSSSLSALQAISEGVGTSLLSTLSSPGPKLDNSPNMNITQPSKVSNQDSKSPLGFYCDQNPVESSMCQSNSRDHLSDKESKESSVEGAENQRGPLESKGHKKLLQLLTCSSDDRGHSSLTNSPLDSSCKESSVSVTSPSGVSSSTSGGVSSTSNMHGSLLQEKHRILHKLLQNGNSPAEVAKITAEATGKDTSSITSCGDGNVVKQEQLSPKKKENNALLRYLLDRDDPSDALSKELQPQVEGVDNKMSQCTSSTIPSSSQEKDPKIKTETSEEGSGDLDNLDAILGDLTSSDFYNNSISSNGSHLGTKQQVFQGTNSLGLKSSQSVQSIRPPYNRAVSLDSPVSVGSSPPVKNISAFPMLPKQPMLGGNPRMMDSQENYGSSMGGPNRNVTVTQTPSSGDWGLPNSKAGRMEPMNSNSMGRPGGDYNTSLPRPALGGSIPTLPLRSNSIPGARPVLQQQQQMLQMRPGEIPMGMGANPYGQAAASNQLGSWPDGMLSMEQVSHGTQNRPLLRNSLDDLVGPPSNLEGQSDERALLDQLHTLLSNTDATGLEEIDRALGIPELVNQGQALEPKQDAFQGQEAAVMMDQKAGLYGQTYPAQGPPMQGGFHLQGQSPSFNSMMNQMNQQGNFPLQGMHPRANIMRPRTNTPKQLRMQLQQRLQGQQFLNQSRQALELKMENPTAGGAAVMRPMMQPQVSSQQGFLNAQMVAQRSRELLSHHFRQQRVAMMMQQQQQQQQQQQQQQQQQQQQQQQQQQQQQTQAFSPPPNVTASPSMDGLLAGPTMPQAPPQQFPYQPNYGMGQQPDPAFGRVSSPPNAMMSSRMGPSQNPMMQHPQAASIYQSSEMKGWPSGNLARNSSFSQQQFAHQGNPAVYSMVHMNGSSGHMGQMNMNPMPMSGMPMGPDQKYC
TLR9-MyD88 block: inhibitors of human TLR9-MyD88 binding. inhibition, % at 4.98 µM. Q9NR96+Q99836. CHO BLA complementation TLR9-MyD88, CCF4 FRET ratio. AID 504734. hit rate 0.21% among 340,000;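 active means inhibition above the mean over all tested compounds plus 3 SD, cut at about 21% in these data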;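 further: 0% = DMSO only wells and 100% = clavulanate BLA inhibitor control wells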
EBV LMP1 NFkB: Epstein-Barr LMP1 NF-kappaB reporter inhibition; LMP1-induced NF-kappaB luciferase reporter cells, luminescence; hit rate 0.69% among 350,000; AID 504558; inhibition, % at 12.5 µM; in the data active means inhibition above about 41%;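 further: 0% = neutral control wells and 100% = reference inhibitor control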
COUP-TFII inh: NR2F2 (human) inhibition, primary screen; inhibition, % at 8.6 µM; AID 686940; hit rate 0.7% among 370,000; HEK293T NGFI-A luciferase reporter, luminescence;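 active means inhibition above a per-plate cutoff, mean inhibition of test wells between control levels plus 3 SD, cut at about 38% in these data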;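 further: cells cotransfected with COUP-TFII expression vector driving the NGFI-A reporter; 0% = median of COUP-TF2 test wells and 100% = reporter-only cells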
NCOA1 inh: inhibitors of human steroid receptor coactivator 1 (SRC1); Q15788; inhibition, % at 3.6 µM; HEK293 GAL4-SRC1 luciferase reporter, luminescence; hit rate 0.12% among 360,000;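 active means inhibition above the campaign mean plus 3 SD, with each screening campaign given its own cutoff, cut at about 60% in these data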;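 further: 0% = DMSO treated cells and 100% = gossypol at 36 µM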
SRC2 inh: inhibits human steroid receptor coactivator 2; Q15596; HEK293 GAL4-SRC2 luciferase reporter, luminescence; inhibition, % at 9 µM; hit rate 0.17% among 370,000; AID 651957;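 active means inhibition above the mean inhibition of all tested compounds plus 3 SD, set per campaign, cut at about 52% in these data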;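 further: 0% = DMSO treated cells and 100% = cells given Gossypol at 36 µM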
MC4R antagonist: blocks human MC4R cAMP signaling | P32245 | MC4R-expressing cells, MTII-stimulated cAMP, LANCE TR-FRET | inhibition, % at 6.5 µM | hit rate 0.48% among 360,000 | AID 540295;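 active means inhibition above its plate's cutoff, the mean of tested wells on that plate plus 3 SD, cut at about 29% in these data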;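 further: 0% = Melanotan II alone and 100% = Melanotan II plus saturating MCL0020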
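system = U2OS cells with stable human MC4R expression | also added = Melanotan II challenge after compound preincubation | dosing = one concentration, 6.5 µM nominal | incubation = compound 30 min, challenge 1 h, detection 1 h | measured by = TR-FRET with Eu-cAMP and labeled anti-cAMP, 671 nm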
Active calls of the source: *; . = not tested or not shown; + = active, no number.

SMILES	LRH-1 inv ag	MC4R ag barr	ABHD5 PLIN5 PPI	NOD2-RIPK2 inh	SRC3 inh	TLR9-MyD88 block	EBV LMP1 NFkB	COUP-TFII inh	NCOA1 inh	SRC2 inh	MC4R antagonist
Cc1ccc(OC(=O)C(C)c2cccc(C(=O)c3ccccc3)c2)cc1 (stereo unspecified)	-18	0.7	3	10	11	0	4	-13	-13	-23	14
COc1ccc(CCN2C(=O)/C(=C\c3ccco3)SC2=S)cc1OC	-4	2.0	0	-9	-13	-5	7	-2	6	14	1
COc1ccc(NC(=O)CN2CCN(c3c(C)cccc3C)CC2)cc1	-24	1.7	2	0	0	7	3	18	6	15	-6
Cc1cnn(C(=O)c2oc3ccccc3c2C)c1	0	-1.0	1	6	-18	-8	-21	.	-25	.	11
Cc1cccn2c(=O)c3cc(C(=O)NC4CCCCC4)c(=N)n(Cc4ccc(F)cc4)c3nc12	5	-2.1	-6	-11	-5	-13	2	-5	9	10	5
O=C(c1[nH]c(C(F)(F)F)nc1-c1ccccc1)N1CCN(c2ccccc2)CC1	16	.	9	-9	14	.	.	-17	-1	14	.
Cc1cc(C)c(S(=O)(=O)Nn2cnnc2)c(C)c1	5	-1.7	5	-11	9	-8	-8	3	10	-12	-4
CCOC(=O)C(C)N1c2cccc3cccc(c23)S1(=O)=O (stereo unspecified)	-30	2.5	-1	-12	17	-1	-3	-8	-12	-17	15
COc1ccc(-c2nnc(SCC(=O)Nc3cc(C)on3)n2C)cc1OC	12	-1.2	7	-3	1	4	-7	-9	-2	-2	-6
CC(C)N(C(=O)[C@H]1C[C@H](CC(=O)NCCCn2ccnc2)C(=O)N2CCc3c([nH]c4ccc(Cl)cc34)[C@]12C)C(C)C	-11	1.4	11	-4	-6	-49	4	-3	-12	-3	8
COc1cc(OC)cc(C(=O)NCC(=O)OCC(=O)NC(C)(C)C)c1	-10	1.6	9	-13	-2	10	2	4	-1	2	2
O=c1nc(N2CCCC2)nc(N2CCCC2)[nH]1	2	-1.9	4	-9	-5	2	-1	-3	1	-9	-1
O=C(Nc1ccccc1C(=O)O)c1ccc(NC(=O)C2CCCCC2)cc1	-16	2.3	7	-1	8	-5	1	1	6	27	14
Cc1ccc(C(=O)c2cc3ccccc3o2)cc1C	-109	2.2	-14	-12	-115	5	-26	-48	-107	-45	-2
O=C(CSc1ccsc1[N+](=O)[O-])N1CCN(c2ccc(Cl)cc2)CC1	-8	-0.6	-1	-13	7	-3	1	15	0	6	21
FC(F)(F)c1nnc(-c2ccccc2)nc1Oc1ccc(Cl)cc1Cl	24	0.3	1	2	26	-33	-6	-13	-7	-20	9
CCOC(=O)C1CCCN(C(=O)Cn2nc(C)n3nc(-c4ccccc4)cc3c2=O)C1 (stereo unspecified)	12	-1.1	-8	2	-5	-13	-2	-16	-18	-23	26
N#CC1(NC(=O)COc2ccccc2[N+](=O)[O-])CCCCC1	8	-2.7	-4	-19	4	-2	-8	-20	-16	-22	3
CCCC(=O)N1CCCC(C(=O)c2cccc(OC(C)C)c2)C1 (stereo unspecified)	-39	-1.4	2	-6	-34	-10	-8	-23	-15	-1	10
C(=N\Nc1nncc2ccccc12)/c1ccccn1	-51	-2.0	-3	-13	-21	-1	30	-35	10	-15	-10
COc1ccc(C(=O)CSc2[nH]c(=O)cc(C(F)(F)F)c2C#N)cc1	-19	-1.1	1	-7	4	-1	3	-2	-36	-4	20
C=CCNC(=O)c1onc(CSc2ccccc2F)c1C(=O)O	13	-2.2	-5	6	-21	-9	-23	-8	-16	-23	7
CC(C)c1nc(NCC2CCCO2)c(C#N)c2c1COC(C)(C)C2 (stereo unspecified)	-3	1.0	-6	-4	25	1	0	-12	-8	-24	10
COc1cc2c(cc1OC)CN(C(=O)Cn1ccccc1=O)CC2	60	-0.4	2	3	18	3	-19	.	-1	.	4
CC1SCC(=O)N(CC(=O)Nc2ccc3c(c2)OCO3)C1=O (stereo unspecified)	-6	-1.7	0	11	8	1	5	7	-4	7	-10
COc1ccc(OCCN2CCN(C(=O)c3ccc(OC)c(OC)c3)CC2)cc1	-3	-1.9	-1	7	-20	-8	7	25	-16	3	0
COCCNc1nc2c(c(=O)n(Cc3cccc(Br)c3)c(=O)n2C)n1C	-6	-0.2	-5	-4	16	4	9	-19	11	-17	17
Cn1c(=O)c2c(nc(SCc3ccccc3)n2Cc2ccc(Cl)cc2)n(C)c1=O	-2	-0.2	-6	-3	3	-20	-9	12	-2	-34	-8
COc1ccccc1N(C)S(=O)(=O)c1ccc(C(=O)Nc2nc(C)cs2)cc1	4	-2.1	-2	2	15	7	8	40*	9	20	3
CC1CCCN(Cc2cnc(Cl)s2)C1 (stereo unspecified)	13	0.6	-3	1	10	3	-4	13	-4	-25	-2
CCn1c(-c2cc(-c3ccc(C)cc3)nc3ccccc23)n[nH]c1=S	-19	-1.2	-8	6	9	8	10	2	-17	-25	-2
CCOC(=O)[C@]12CCCC=C1N(CCC1=CCCCC1)C(=O)[C@H](CC(=O)N1CCC(c3ccccc3)CC1)C2	-16	.	-3	-11	.	.	.	-5	.	-15	.
O=[N+]([O-])c1ccc(NC(=S)NCCc2ccc(F)cc2)cc1	3	-2.3	-6	-5	4	-10	-3	-12	-9	9	2
O=C(/C=C/c1ccc(Cl)cc1Cl)Nc1cccc(S(=O)(=O)NC2=NCCCCC2)c1	-54	0.3	4	8	-6	-5	2	-1	-29	-13	5
COc1ccc(C(=O)NC(=S)N(Cc2ccccc2)Cc2ccccc2)cc1	1	-5.8	-1	-11	7	-1	22	-1	0	20	11
COc1ccc(-n2nc3c(c2NC(=O)c2ccco2)CS(=O)(=O)C3)cc1	6	-1.6	-7	0	6	-2	1	-5	-24	-14	14
Cc1cc(C(=O)OCCO)c(C#N)c(N)n1	-17	-0.9	-1	-6	-5	-10	2	-12	2	10	0
Cc1ccc(C(=O)N(NC2=NS(=O)(=O)c3ccccc32)S(=O)(=O)c2ccc(C)cc2)cc1	4	1.4	1	13	19	9	-17	1	-2	-34	10
Cc1ccc(S(=O)(=O)N(C)c2cc(S(=O)(=O)N3CCC(C)CC3)c(C)cc2C)cc1	11	0.9	4	-8	18	-5	-5	11	13	7	8
CCOC(=O)c1c(NC(=O)CN2C(=O)NC3(CCCCC3)C2=O)sc(C)c1-c1ccc(C)cc1	-22	5.2	10	3	2	-19	5	-9	-3	-22	3
O=C(CCNC(=O)N1CC(=O)Nc2ccccc21)Nc1cccc(Cl)c1	-6	-1.5	3	0	19	7	2	10	-4	15	6
Cc1ccc(C(=O)NCCNS(=O)(=O)c2ccccc2)cn1	-2	-2.2	7	3	-32	3	-1	6	-2	1	11
CCC(C)Sc1ccc(-c2nc3ccc(C)cn3c2NCc2ccccc2)cc1OC (stereo unspecified)	-2	-0.8	4	20	-8	4	-9	.	2	.	35*
CN(C)c1ccnc(Oc2ccccc2)c1C#N	6	1.6	-3	0	13	5	0	1	-16	8	16
CCOC(=O)c1c(-c2ccccc2)oc2ccc(OCC(=O)NNC(=O)CCCC(=O)O)cc12	14	-0.6	5	-7	-40	0	1	21	-14	2	-6
COC(=O)c1[nH]c(=O)c2ccccc2c1O	6	-1.6	4	-8	4	-3	-6	.	-13	.	-4
CC(C)c1cccc(C(C)C)c1OCCCCCN1CCOCC1	0	1.9	2	-13	-9	.	.	-5	7	5	-1
CCNC(=O)NC(=O)C(C)N1C(=O)NC(c2ccccc2)(c2ccccc2)C1=O (stereo unspecified)	-2	-1.7	2	+	3	-5	-13	-6	-15	-18	-3
O=C(N/C(=C/c1ccc(Cl)cc1)C(=O)N1CCCCC1)c1ccco1	14	0.9	-7	-6	6	-8	-3	-3	-25	-1	18
Cn1cnnc1SCC(=O)Nc1ccc2nc(SCc3ccccc3)sc2c1	-48	-2.2	12	4	-78	-13	-38	-39	-87	-106	3
New compounds follow
SMILES	LRH-1 inv ag	MC4R ag barr	ABHD5 PLIN5 PPI	NOD2-RIPK2 inh	SRC3 inh	TLR9-MyD88 block	EBV LMP1 NFkB	COUP-TFII inh	NCOA1 inh	SRC2 inh	MC4R antagonist
Cc1ccc(Nc2nc(NCC3CCCO3)nc(N)c2[N+](=O)[O-])cc1C (stereo unspecified)	15	0.0	2	0	16	1	-1	8	6	-1	3
O=C(Nc1ccc(OC(F)(F)F)cc1)c1cc(S(=O)(=O)N2CCCCC2)ccc1N1CCOCC1	18	-1.1	-9	13	7	-3	-3	8	-1	2	5
CC(=O)Nc1ccc(S(=O)(=O)N(C)CC(=O)OCC(=O)Nc2cccnc2Cl)cc1	2	2.0	11	0	18	4	-2	0	14	-18	-8
O=C(NC1C2CC3CC(C2)CC1C3)c1ccc(Br)o1 (stereo unspecified)	-15	-1.5	-7	-2	-10	-3	-10	-6	-24	-4	4
O=C(Nc1cccc2ncccc12)c1ccccc1[N+](=O)[O-]	-2	-0.1	2	0	7	-8	0	1	14	5	8
Cc1nc(=O)c(-c2ccccc2)c(C)n1-c1ccc(S(N)(=O)=O)cc1	11	-1.0	3	3	11	9	5	6	5	-22	2
Cc1noc(NC(=O)c2cccc(C(F)(F)F)c2)c1Cl	-5	-2.8	1	-3	10	-9	1	6	9	3	20
CCCCc1ccc(NC(=S)N2CCCC2)cc1	-58	-3.2	2	-6	-33	-12	-28	-5	-198	-38	0
C[C@@H]1COc2cc(N3CCC[C@@H]3CO)ccc2S(=O)(=O)N1	-15	.	7	-14	.	.	.	5	.	0	.
CN1CCN(c2ccc(Cl)cc2NC(=O)c2ccc([N+](=O)[O-])cc2)CC1	8	-1.1	2	0	-5	4	4	-1	0	22	-1
O=C(O)c1c(C(=O)O)c(-c2ccc(Cl)c(Cl)c2)n2c1CSC2	3	-0.9	-4	-17	-10	-18	-6	-9	-23	-9	0
COc1cc(NC(=O)CCCNC(=O)Cn2cnc3sc4c(c3c2=O)CCCC4)cc(OC)c1OC	1	2.8	3	-7	-9	-2	1	15	6	-15	-3
CCC1(c2ccc(F)cc2)NC(=O)N(CC(=O)Nc2cccnc2Cl)C1=O (stereo unspecified)	-11	-1.4	1	-2	3	6	-6	5	-17	-7	7
CN(C)CCNC(=O)c1onc(CSc2ccncc2)c1C(=O)NCCN(C)C	4	-0.2	0	12	0	9	-6	-1	-60	5	2
CN(C(=O)COC(=O)c1ccccc1C(=O)N(C)c1ccccc1)c1ccccc1	-19	2.5	-5	0	-16	-8	0	-18	-6	-15	12
O=C(NCCSc1ccccc1)c1ccccc1	-141	-1.1	-3	-5	-48	2	-13	-39	-107	-26	0

These rows are one share of the data; count on the stated rates, not on these rows.
